Platelet DG rel = modulates dense granule release in human platelets; human platelet-rich plasma, SFLLRN dense granule ATP release, luminescence; inhibition, %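 (compounds screened at 7.5 µM in platelet-rich plasma)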; 300,000 compounds, 0.22% hits; AID 1663;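 active = mean replicate score, as percent of positive control, at or above 50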
TRPC4 block = blocks the mouse TRPC4 cation channel. B-score at 10 µM. 300,000 compounds, 0.39% hits. HEK293 TRPC4beta/mu-opioid, DAMGO-evoked Fluo4 calcium flux; active compounds read low;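 active = B-score over 3 SD under the library average, no early fluorescence shift, positive overall ratio signal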
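System: stable TRPC4beta/mu-opioid receptor HEK293 cells; Dosing: single-point compound dosing; Measured by: Fluo4 Ca2+ flux fluorescence; Read-out basis: per-well B score of integrated baseline-normalized Fluo4 ratio.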
Dyrk1A ADPGlo = Dyrk1A (rat) kinase inhibition; ADP-Glo luminescence, NFATc1 peptide; inhibition, % at 12.5 µM; 310,000 compounds, 0.43% hits; in the data active = inhibition above about 50%;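 note: plate controls were vehicle with enzyme for no effect and no enzyme for full effect; many of its hits are not listed in these tables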
TRPC4 act = opens the mouse TRPC4 cation channel | Q9QUQ5 | HEK293 TRPC4beta/mu-opioid, Fluo4 calcium fluorescence; active compounds read high | B-score at 10 µM | 310,000 compounds, 0.49% hits;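 active = B-score above 5 SD of library B-scores, and initial fluorescence ratio not above library mean plus 5 SD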;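 note: positive B-score marks a calcium rise read as TRPC4 activation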
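Test system: HEK293 cells stably co-expressing mouse TRPC4beta and mu-opioid receptor | Schedule: Fluo4 dye loading 45 min at room temperature, 110 s recording | Measured by: Kinetic Fluo4 calcium fluorescence, 5 s baseline at 1 Hz | Evaluation: B score of integrated ratio | Controls: Buffer (low) and maximal DAMGO (high)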
KCNK9 inh = blocks the human KCNK9 two-pore domain potassium channel; Q9NPC2; HEK293 KCNK9, FluxOR thallium flux fluorescence; active compounds read low; B-score at 10 µM; 310,000 compounds, 1.2% hits;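 active = ratio B-score over 3 SD below the library mean, with starting fluorescence within 5 SD of its mean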;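 note: negative B-score means less thallium flux so channel inhibition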
Target sequence (Q9NPC2 whole entry, looked up, the tested form may be a part): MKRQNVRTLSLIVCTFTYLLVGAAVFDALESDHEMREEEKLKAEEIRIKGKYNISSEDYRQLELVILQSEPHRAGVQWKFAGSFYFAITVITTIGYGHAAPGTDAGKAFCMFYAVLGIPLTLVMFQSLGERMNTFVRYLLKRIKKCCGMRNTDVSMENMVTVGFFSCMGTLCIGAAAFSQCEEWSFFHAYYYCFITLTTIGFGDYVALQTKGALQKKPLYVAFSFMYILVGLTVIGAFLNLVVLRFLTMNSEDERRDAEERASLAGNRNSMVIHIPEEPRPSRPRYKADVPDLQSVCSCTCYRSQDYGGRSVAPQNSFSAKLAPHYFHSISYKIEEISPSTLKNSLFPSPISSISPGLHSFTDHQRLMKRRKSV
hERG rescue = hERG (human) protection from proarrhythmic block. activation (rescue from dofetilide block), less the hit threshold, % at 10 µM. CHO-hERG, FluxOR thallium flux, dofetilide IC70 present. 310,000 compounds, 0.51% hits. AID 1511;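 active = activation above the mean of controls blocked by dofetilide plus 5 SD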;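 note: thallium influx through hERG after potassium depolarization seen as dye fluorescence rise; in these data hits start at about 4.7%; inactives centre near -7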
KCNQ1 inh = human KCNQ1 channel inhibition. P51787. CHO-K1 KCNQ1, FluxOR thallium flux fluorescence; active compounds read high. B-score at 10 µM. 310,000 compounds, 1.3% hits. AID 2642;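 active = compounds whose thallium flux B-score, printed positive for inhibition, exceeds three library SD while starting fluorescence stays within three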;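 note: channel opened by potassium depolarization with thallium stimulus after 20 min compound exposure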
Target sequence (P51787 whole entry, looked up): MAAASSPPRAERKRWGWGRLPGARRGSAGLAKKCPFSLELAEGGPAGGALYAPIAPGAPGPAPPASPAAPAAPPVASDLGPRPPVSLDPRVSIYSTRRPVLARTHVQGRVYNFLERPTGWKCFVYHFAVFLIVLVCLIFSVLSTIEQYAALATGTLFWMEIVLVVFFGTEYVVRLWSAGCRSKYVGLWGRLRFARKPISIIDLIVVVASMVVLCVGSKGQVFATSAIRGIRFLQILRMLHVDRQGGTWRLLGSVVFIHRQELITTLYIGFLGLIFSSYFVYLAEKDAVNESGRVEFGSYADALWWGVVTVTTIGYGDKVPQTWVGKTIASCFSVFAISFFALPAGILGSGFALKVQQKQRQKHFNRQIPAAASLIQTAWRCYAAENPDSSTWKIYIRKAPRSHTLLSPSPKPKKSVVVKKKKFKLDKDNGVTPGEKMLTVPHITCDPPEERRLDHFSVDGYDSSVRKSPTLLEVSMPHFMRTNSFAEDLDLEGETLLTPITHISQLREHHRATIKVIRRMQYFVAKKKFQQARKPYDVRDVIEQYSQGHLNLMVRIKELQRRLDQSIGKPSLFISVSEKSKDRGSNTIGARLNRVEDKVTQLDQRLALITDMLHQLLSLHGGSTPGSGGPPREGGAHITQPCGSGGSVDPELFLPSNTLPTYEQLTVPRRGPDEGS
PolyA inh = yeast polyadenylation inhibition. S. cerevisiae SKY197-pL101 polyadenylation reporter, beta-gal luminescence; efflux-impaired pdr1/pdr3 knockout yeast; score 100 = 6 SD above DMSO. calls only at 12 µM. 300,000 compounds, 0.02% hits. AID 1875;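 active = lowest replicate activity score at least 50, where 100 means six control SD above control mean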;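 note: yeast exposed to compound for 9 h at 30 °C; higher score means more reporter readthrough which indicates perturbed polyadenylation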
TRPC4 PAM = TRPC4 (mouse) allosteric potentiation. Q9QUQ5. HEK293 TRPC4beta/mu-opioid, DAMGO EC20, Fluo-4 Ca2+ flux; active compounds read high. B-score at 10 µM. 310,000 compounds, 0.42% hits;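 active = B-score of calcium response area above 5 SD of library B-scores, with initial fluorescence ratio within 5 SD of library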;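 note: B-score of integrated fluorescence ratio over time as area under calcium response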
KCNK3 block = human KCNK3 channel inhibition, primary screen | B-score at 10 µM | O14649 | AID 602410 | 340,000 compounds, 0.84% hits | CHO-KCNK3 thallium flux, FluxOR fluorescence; active compounds read low;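 active = B-score under library mean minus 4 SD, starting fluorescence ratio at most library mean plus 5 SD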;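 note: more negative B-score means stronger inhibition of thallium flux through KCNK3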
KCNQ1 pot = potentiates or activates the human KCNQ1 potassium channel | B-score at 10 µM | 310,000 compounds, 0.35% hits | AID 2648 | P51787 | CHO-K1 KCNQ1, thallium flux FluxOR fluorescence; active compounds read high;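 active = fluorescence ratio B-score, a plate-corrected score, at least three library SD, with initial intensity B-score within 5 SD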
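Medium – assay buffer, equal DMSO in all wells · Material – CHO-K1 cell line with stable KCNQ1 potassium channel expression · Signal – kinetic FluxOR thallium fluorescence, 10-s 1-Hz baseline, 110-s post-stimulus read · Compound – single concentration per compound, DMSO matched to controls · Schedule – 37 °C overnight plating, 90-min dark dye load, 20-min compound pretreatment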
* marks the source's active call; other numbers are inactive results; i = inactive; . = not tested or not shown. Only part of the results is shown (hit frequency here may not be typical).

SMILES | Platelet DG rel | TRPC4 block | Dyrk1A ADPGlo | TRPC4 act | KCNK9 inh | hERG rescue | KCNQ1 inh | PolyA inh | TRPC4 PAM | KCNK3 block | KCNQ1 pot
CCN(CC)S(=O)(=O)c1ccc(=O)[nH]c1 | -3.4 | i | 3.5 | i | i | -0.4 | i | i | i | i | i
CCOC(=O)C(OC(=O)c1sc(=S)n(C)c1C)C(C)=O (stereo not given) | 50.1* | i | -5.7 | i | i | -11.9 | i | i | i | i | i
O=[N+]([O-])C1=C(Nc2cccc3ccccc23)CS(=O)(=O)C1 | 2.5 | i | 1.3 | i | i | -6.7 | i | i | i | i | i
CN(C)c1cccc(N(C)C)c1CNC(=O)NC(=O)c1c(F)cccc1F | -18.5 | i | -0.6 | i | i | -1.1 | i | i | i | i | i
CC(=O)c1cccc(NC(=O)C(OC(=O)c2cccs2)c2ccccc2)c1 (stereo not given) | -10.6 | i | -5.8 | i | i | -8.8 | i | i | i | i | i
FCCCOc1ccc(-c2nccc(-c3ccc(Br)cc3)n2)cc1 | -11.2 | i | . | i | i | 0.5 | i | i | i | i | i
O=C(CSc1nnc(-c2cnccn2)n1Cc1ccco1)c1ccccc1 | 4.3 | i | 1.2 | i | i | -6.7 | i | i | i | i | i
COC(=O)[C@@H](NC(=O)NCc1ccc(F)cc1)C(C)C | -3.5 | i | 3.6 | i | i | -7.6 | i | i | i | i | i
CCc1cc(=O)oc2c3c(cc(OCC(=O)NCCN4CCOCC4)c12)OC(C)(C)CC3 | -1.7 | i | 3.2 | i | i | -11.3 | i | i | i | i | i
C=CCOC(=O)C1=C[C@@H](c2csc3ccccc23)C[C@@H](OCCCCO)O1 | -3.2 | i | -2.0 | i | i | -11.4 | i | i | i | i | i
Cc1cccc(-c2nc(CS(=O)CC(=O)N3CCN(C)CC3)c(C)o2)c1 (stereo not given) | 6.4 | i | 0.3 | i | i | -8.4 | i | i | i | i | i
O=c1[nH][nH]c(C(F)(F)F)c1C=NCc1ccccc1Cl | -1.6 | i | 11.1 | i | i | -4.5 | i | i | i | i | i
CC(=O)N1c2ccc(S(=O)(=O)N3CCCC(C(=O)N4CCCC(C)C4)C3)cc2CC1C (stereo not given) | -1.5 | i | 0.4 | i | i | -4.3 | i | i | i | i | i
O=C(c1cccs1)[C@@H]1[C@@H]2C(=O)N(Cc3ccc4c(c3)OCO4)C(=O)[C@@H]2C2c3ccccc3C=CN21 (stereo not given in full) | -5.0 | i | . | i | i | -19.3 | i | i | i | . | i
CCOC(=O)C1CCN(C(=O)c2cc3cc(Cl)ccc3[nH]2)CC1 | -5.4 | i | 6.4 | i | i | -4.8 | i | i | i | i | i
O=C(N/N=C/c1cccc(C(F)(F)F)c1)c1cc2c(s1)-c1ccccc1CC2 | 18.9 | i | -4.7 | i | i | -9.8 | i | i | i | i | i
CCOc1cc(/C=N/NC(=O)C(=O)NCC2CCCO2)ccc1OCC(=O)N1CCOCC1 (stereo not given) | -1.7 | i | . | i | i | -5.2 | i | i | i | i | i
CCOC(=O)C1=C(C)NC(=O)NC1c1ccc(-c2ccc(F)cc2)o1 (stereo not given) | -4.2 | . | -0.3 | i | i | -2.9 | i | i | i | i | i
CC(OC(=O)C1CC(O)CN1S(=O)(=O)c1ccccc1[N+](=O)[O-])C(=O)N1CCCCC1 (stereo not given) | -2.6 | i | 2.9 | i | i | -11.7 | i | i | i | i | i
O=C(NC(=S)Nc1ccccc1N1CCCC1)c1cccs1 | -0.4 | i | 2.7 | i | i | 3.4 | i | i | i | i | 17*
CC(=O)Nc1ccc(NC(=O)[C@@H](NC(=O)c2ccccc2F)C(C)C)cc1 | 2.0 | i | -0.6 | i | i | -2.4 | i | i | i | i | i
CN(C)CCCNc1oc(/C=C/c2ccccc2)nc1C#N | -0.5 | i | -0.8 | i | i | 1.2 | i | i | i | i | i
CCOc1cc(CN2CCCC(CO)(Cc3ccc(F)cc3F)C2)ccc1OC (stereo not given) | 1.9 | i | 6.9 | i | i | -6.7 | i | i | i | i | i
COC(=O)c1cccc(N2C(=O)c3cccnc3C2=O)c1 | 5.1 | i | -1.4 | i | i | -3.2 | i | i | i | i | i
CCCCCCSc1ccc(-c2nc3ccc(C)cn3c2NCc2ccccc2)cc1OC | 3.5 | i | 19.6 | i | i | -13.4 | i | i | i | i | i

The list goes on.
SMILES | Platelet DG rel | TRPC4 block | Dyrk1A ADPGlo | TRPC4 act | KCNK9 inh | hERG rescue | KCNQ1 inh | PolyA inh | TRPC4 PAM | KCNK3 block | KCNQ1 pot
O=C(CSc1nc2ccccc2c(=O)n1-c1ccc(F)cc1F)Nc1ccc(N2CCOCC2)cc1 | 1.4 | i | 0.6 | i | i | -4.8 | i | i | i | i | i
Cc1cccc(C)c1NC(=O)COC(=O)c1cc[n+]([O-])cc1 | 4.1 | i | -0.4 | i | i | -8.4 | i | i | i | i | i
Cc1ccc(S(=O)(=O)n2nc(C)c(Br)c2C)c(C)c1C | 1.1 | i | 2.9 | i | i | -9.6 | i | i | i | i | i
Cc1ccc(C2OC(=O)c3ccccc32)cc1 (stereo not given) | -2.3 | i | 1.3 | i | i | -6.2 | i | i | i | i | i
Cn1nnnc1SCC(=O)Nc1cc(S(=O)(=O)N2CCCC2)ccc1Cl | 0.6 | i | -1.0 | i | i | -12.8 | i | i | i | i | i
COc1cccc(CN(C)C(=O)/C=C/c2ccc(S(=O)(=O)N3CCCCCC3)cc2)c1 | -5.5 | i | 3.5 | i | i | -9.4 | i | i | i | i | i
CCOC(=O)c1c(S(=O)(=O)N(C)Cc2ccccc2)c(C)n(C)c1C | -0.9 | i | 3.8 | i | i | -5.4 | i | i | i | i | i
Cc1onc(-c2ccccc2Cl)c1C(=O)N1CCc2ccccc2C1 | 0.3 | i | 5.7 | i | i | -1.2 | i | i | i | i | i
COc1cccc(S(=O)(=O)NCc2ccc(C(=O)NCC3CCCO3)cc2)c1 (stereo not given) | -2.1 | i | -15.7 | i | i | -0.7 | i | i | i | i | i
COc1ccc(OC)c(NC(=O)CSCc2cnn(-c3ccccc3)c2-n2cccc2)c1 | -16.2 | i | 2.4 | i | i | -10.9 | i | i | i | i | i
N#Cc1c(/N=C/c2ccc(-c3ccccc3C(=O)O)o2)sc2c1CCCC2 | -2.7 | i | 9.3 | i | i | -1.6 | i | i | i | i | i
C=C(C)c1cccc(C(C)(C)NC(=O)Nc2ccc(Cl)cn2)c1 | -0.1 | i | 0.7 | i | i | -7.8 | i | i | i | i | i
O=C(CC1NCCNC1=O)Nc1ccc(Oc2ccccc2)cc1 (stereo not given) | -1.7 | i | -3.8 | i | i | -8.0 | i | . | i | i | i
Cc1cccnc1NC(=O)CCn1c(=O)oc2ccccc21 | 24.2 | i | -7.3 | i | i | -6.0 | i | i | i | i | i
COCCN(C(=O)COC(=O)/C=C/c1ccccc1Cl)c1c(N)n(Cc2ccccc2)c(=O)[nH]c1=O | 9.2 | i | 5.9 | i | i | -9.0 | i | i | i | i | i
COc1cc(C(=O)NCc2nnc(SCC(=O)N3CCOCC3)o2)cc(OC)c1OC | 1.8 | i | -5.5 | i | i | -3.9 | i | i | i | i | i
CCN1CCn2c1nc(N1CCOCC1)nc2=O | 0.3 | i | 3.6 | i | i | -5.2 | i | i | i | i | i
CN(CC(=O)Nc1c(Cl)cccc1Cl)C(=O)c1ccccc1SCC(=O)N1CCCC1 | 8.2 | i | -5.8 | i | i | -8.6 | i | i | i | i | i
COc1ccc(NC(=O)Nc2nnc(C(C)(C)C)s2)cc1 | 1.5 | i | -1.7 | i | i | -12.4 | i | i | i | i | i
Cc1c(N2C(=O)C(=O)/C(=C(/O)c3ccc(Br)cc3)C2c2cccnc2)c(=O)n(-c2ccccc2)n1C (stereo not given) | -0.2 | i | -2.0 | i | i | -8.9 | i | i | i | i | i
COc1ccc(N2CC(C(=O)NCCc3ccc(Cl)cc3)CC2=O)c(OC)c1 (stereo not given) | 0.0 | i | 9.6 | i | i | -7.0 | i | i | i | i | i
N/C(=N\OC(=O)Cc1ccc(-c2ccccc2)cc1)c1cccc([N+](=O)[O-])c1 | 1.6 | i | . | i | i | -11.4 | i | i | i | i | i
CN(Cc1ccccc1F)C(=O)COc1ccc(C(=O)c2ccccc2)cc1 | -2.9 | i | 3.5 | i | -7.73* | -10.9 | i | i | i | -12* | i
O=C(Nc1cccc(Cl)c1)OCc1cn(-c2ccccc2)nn1 | -1.1 | i | 1.6 | i | i | -4.3 | i | i | i | i | i
O=C(Nc1ccc2c(c1)OCCO2)c1cccnc1Oc1ccc(Cl)cc1 | 0.8 | i | . | i | i | -8.5 | i | i | i | i | i

The results go on.
SMILES | Platelet DG rel | TRPC4 block | Dyrk1A ADPGlo | TRPC4 act | KCNK9 inh | hERG rescue | KCNQ1 inh | PolyA inh | TRPC4 PAM | KCNK3 block | KCNQ1 pot
O=C(OCCCOC(=O)c1cc[n+]([O-])cc1)c1cc[n+]([O-])cc1 | -12.4 | i | -0.3 | i | i | -6.3 | i | i | i | i | i
Cc1cc2nc(C)n(CCCNC(=O)Nc3ccccc3)c2cc1C | 0.2 | i | -0.5 | i | i | -5.1 | i | i | i | i | i
O=C(CSc1nc(-c2ccccc2)cs1)NCCN1C(=O)CSC1=O | -3.1 | i | 13.2 | i | i | -12.1 | i | i | i | i | i
COC(=O)C(C)Sc1nnc(Cc2cc(=O)[nH]c(=O)[nH]2)n1-c1cc(C)ccc1C (stereo not given) | -6.7 | i | 1.1 | i | i | -5.9 | i | i | i | i | i
COc1ccc(C(=O)Nc2nc3ccccc3[nH]2)cc1OC | 4.3 | . | 49.8 | i | i | -17.1 | i | i | i | i | i
O=C(NC(=S)Nn1cnnc1)c1ccccc1Br | 1.7 | i | . | i | i | -12.5 | i | i | i | i | i
Cc1cc(C)c(C(N)=O)c(SCC(=O)c2cc(C)c(C)cc2C)n1 | 17.4 | i | 2.5 | i | i | -5.4 | i | i | i | i | i
COc1ccc(CN2CCN(C(=O)c3cccs3)CC2)cc1 | -2.9 | i | -1.9 | i | i | -13.2 | i | i | i | i | i
CCOc1ccc(C(C)=O)cc1CN1C(=O)C(=O)N(CC)C1=O | 16.1 | i | . | i | i | -12.0 | i | i | i | i | i
O=C1OCCN1CC(=O)N1CCc2c([nH]c3ccccc23)C1c1ccccn1 (stereo not given) | -4.8 | i | 12.6 | i | i | -19.3 | i | i | i | i | i
Cc1ccc2nc(NC(=O)CSc3ncnc4c3oc3ccccc34)sc2c1 | -3.5 | i | 4.0 | i | i | -11.1 | i | i | i | i | i
